# Screening data as filed in PubChem BioAssay.
# mcGAS inh: mouse cGAS inhibition by luminescence; AID 1259399; inhibition, % at 12.5 µM; recombinant cGAS, Kinase-Glo ATP depletion luminescence; 160,000 compounds, 0.15% hits; Q8C6L5;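 further: 0% = negative control wells and 100% = reference inhibitor with no enzyme activity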
# hcGAS inh: human cGAS inhibition. recombinant h-cGAS, ATP depletion, Kinase-Glo luminescence. inhibition, % at 12.5 µM. 290,000 compounds, 0.081% hits. AID 1259398;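 further: 0% = vehicle reaction and 100% = reaction without DNA for no activity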
# Target sequence (Q8N884 whole entry, looked up): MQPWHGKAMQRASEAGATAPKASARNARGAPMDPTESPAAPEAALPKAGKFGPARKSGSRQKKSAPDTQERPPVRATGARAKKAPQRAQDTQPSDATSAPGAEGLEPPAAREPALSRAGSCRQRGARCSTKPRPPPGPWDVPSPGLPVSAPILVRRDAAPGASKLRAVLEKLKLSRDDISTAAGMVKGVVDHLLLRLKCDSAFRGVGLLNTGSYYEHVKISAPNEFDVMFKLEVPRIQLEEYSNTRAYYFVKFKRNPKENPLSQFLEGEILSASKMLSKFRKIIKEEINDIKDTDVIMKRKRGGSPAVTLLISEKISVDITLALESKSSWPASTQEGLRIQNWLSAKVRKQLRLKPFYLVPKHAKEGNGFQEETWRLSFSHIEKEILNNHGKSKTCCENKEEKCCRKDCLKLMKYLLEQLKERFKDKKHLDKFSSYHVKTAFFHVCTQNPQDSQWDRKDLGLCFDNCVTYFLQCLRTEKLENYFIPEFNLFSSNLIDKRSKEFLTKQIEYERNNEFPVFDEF
# NPYLR7 ag: activates Aedes aegypti NPYLR7 receptor. HEK293T NPYLR7/Galpha15, GCaMP6s calcium fluorescence. activation, % at 10 µM. 270,000 compounds, 0.15% hits; in the data active means activation above about 40%;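 further: 0% = vehicle and 100% = reference agonist at the receptor; some compounds past the cut are filed as inactive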
# * = called active by the depositor; . = not tested or not shown; & = joins results of further samples. Unless noted, no stated cut-off is given here; in the data, active means inhibition above about 40%; inactive means the rest.
SMILES,mcGAS inh,hcGAS inh,NPYLR7 ag
CCC(CO)N(Cc1ccsc1)C(=O)c1ccc2nc(C)[nH]c2c1 (stereo not given),-17,-7,-5
Cc1[nH]nc(-c2ccc(O)c(C)c2O)c1-c1nc2ccccc2s1,.,-6,0
Cc1cc([N+](=O)[O-])ccc1NC(=O)C(=O)N1CCC(O)CC1,.,6,-5
O=C(c1cccc(F)c1)N(Cc1ccc(C(F)(F)F)cc1)CC1CC(c2ccc(Cl)cc2)=NO1 (stereo not given),-5,-1,5
CCOC(=O)c1nn(-c2ccccc2)c(=O)cc1OS(=O)(=O)c1ccc(OC)c(OC)c1,-6,-7,-3
CC(C)CC(=O)N(Cc1ccco1)Cc1nccn1Cc1cccc(F)c1,0,1,-9
O=C(Oc1coc(CSc2ncccn2)cc1=O)c1ccc(Cl)cc1,0,-4,-12
O=C(NCc1cccs1)C1CCC(CNc2c(N3CCCC3)c(=O)c2=O)CC1 (stereo not given),-4,-6,4
CCC1c2ccccc2CCN1C(=O)c1cc(S(N)(=O)=O)c(C)o1 (stereo not given),-8,-9,4
CCc1ccc(-c2ccc(=O)n(Cc3ccccc3C)n2)cc1,.,-6,12
CC(C(=O)O)N1C(=O)/C(=C/c2ccc(N(C)C)cc2)SC1=S (stereo not given),-1,-4,65*
Cc1ccc(C=C(C#N)C(=O)c2ccccc2)o1,2,2,1
O=C(CN1C(=O)c2ccc([N+](=O)[O-])cc2C1=O)Nc1ccc(Br)cc1C(=O)O,-3,-2,24
Cc1ccc(Nc2nc(N(C)C)nc3[nH]ncc23)cc1C,.,-11,3
O=C(CSc1nnc(NC2CC2)s1)c1ccc[nH]1,.,-5,-3
COc1ccc(NC(=O)CCC2CCCN(Cc3ccc4nonc4c3)C2)c(C)c1 (stereo not given),.,4,2
CCC(C)C(=O)N1Cc2ccccc2CC1C(=O)Nc1nc(C)cs1 (stereo not given),.,-18,5
Cn1ncc2c(NCCCNc3cccnc3)nc(C(C)(C)C)nc21,.,-9,-4
CCc1nn2c(nnc3c(=O)n(CC4CCCO4)ccc32)c1-c1ccc(Cl)cc1 (stereo not given),.,-4,0
CC(=O)c1cccc(Nc2cc(C)nc3cc(C(F)(F)F)ccc23)c1,-9,-8,3
COc1ccc(C#N)cc1NC(=O)N(C)Cc1cccc(C#N)c1,.,-12,7
O=C1COc2cc3c(cc2N1)NC(=O)CC3c1nccs1 (stereo not given),-13,-2,-5
O=C1OCCN1c1ccccc1NS(=O)(=O)c1ccc2nc(Cl)sc2c1,.,-10,6
CC1=C(C(=O)O)N2C(=O)[C@@H](NC(=O)[C@H](N)C3=CCC=CC3)C2SC1 (stereo not given in full),.,1,-2
Cc1ccc(Nc2nc(NCc3cccnc3)nc3[nH]ncc23)cc1,.,1,1
COc1ccc(CCNc2ccccc2N2CCC(O)CC2)cc1,.,-13,6
O=C(NCC(c1ccccc1)c1c[nH]c2ccccc12)C1CCCO1 (stereo not given),.,-3,1
Cc1ccc(Cl)c(NC(=O)CSCc2nnnn2C2CC2)c1Cl,.,-11,12
c1csc(CCNc2ncnc3sc4c(c23)CCC4)c1,.,-4,-1
CCCCNC(=O)C(C)(C)n1cc(-c2ccc(OC)c(OC)c2)cn1,.,-12,7
O=[N+]([O-])c1ccc(Nc2cccc(C(F)(F)F)c2)c([N+](=O)[O-])c1,-5,-2,-5
O=C1CCC2(CCCO2)CCN1Cc1nc2ccccc2s1 (stereo not given),-8,-3,.
Cc1ccc(NC(=O)CSc2ccc3nnc(CCNC(=O)c4ccc(C)cc4)n3n2)cc1,-6,-1,-10
COc1ccc(CCOc2nc(-c3ccccc3F)n(-c3cccc(NC(=O)c4cccc([N+](=O)[O-])c4)c3)n2)cc1,-3,-1,9
N#Cc1ccc(COC2C[C@](OCc3cccc(C(F)(F)F)c3)(C(=O)NCC3CCCO3)C[C@@H](O)[C@H]2O)cc1 (stereo not given in full),0,4,6
CCCCCn1cnnc1SCC(=O)c1c(N)n(C2CC2)c(=O)[nH]c1=O,.,-6,3
CC(=O)NS(=O)(=O)c1ccc(N)cc1,-9&-6,-6&0&-7&-2,-11&-6&-2&-2
Nc1nc2c(ncn2COC(CO)CO)c(=O)[nH]1,-6&-4,-6&-2&-9&-4,1&-17&-2&-2
CS(=O)(=O)N(CC(=O)Nc1ccc(F)cc1)c1ccc(Cl)cc1F,-4,-17,17
Cc1cc(=O)n2c(n1)NC(N1CCN(C)CC1)=NC2C1CC=CCC1 (stereo not given),-8,-6,4
Cc1ccc(C(=O)O)cc1NCc1ccc(Br)o1,.,-9,1
Cc1noc(C)c1CC(=O)N1CCC2(CC1)N(CC1CC1)C(=O)CS2=O (stereo not given),-6,-10,.
COc1ccc(N2C(=O)C3C4C=CC(C4)C3C2=O)cc1OC (stereo not given),-5,-3,-9
O=C(Nc1nncs1)NC(c1ccccc1)C1CCCC1 (stereo not given),-7,-10,0
Cc1ccc(NC(=O)CSc2nc(Cl)cc(N3CCN(C(=O)C4CC4)C(C)C3)n2)cc1 (stereo not given),-4,-7,14
CC(C)(C)OC(=O)N1CC(CC(=O)Nc2cccc(C#N)c2)C1,.,-11,8
Cc1ccc2nc(-c3ccc(Cl)c(NC(=O)c4ccc(F)cc4)c3)oc2c1,-11,-6,.
CC(C)CN(CC(=O)N(CCc1ccccc1)Cc1ccco1)S(=O)(=O)c1ccc(F)cc1,-2,-1,1
CC1CC(C)(C)CCC1NC(=O)CCS(C)(=O)=O (stereo not given),.,1,-12
Cc1cc(N2CCC3(CC2)CN(CCCN2CCN(C(C)C)CC2)C(=O)O3)ccn1,-6,-6,.

# Additional results:
SMILES,mcGAS inh,hcGAS inh,NPYLR7 ag
O=C(CCl)Nc1cc2c(cc1Cl)OCCCO2,-7,-5,7
CCOc1cccc(N2C(=O)CC(N3CCN(CC)CC3)C2=O)c1 (stereo not given),-4,-6,0
NC(=O)c1nc(-c2cc(Br)ccc2O)nc2c1[nH]c(=O)n2-c1ccccc1,0,1,1
CN1C(=O)CC(C(=O)NNc2ncccn2)C1c1cccc(Cl)c1 (stereo not given),-9,-6,9
CN(C)c1ncccc1C(=O)Nc1ccc(C#N)cn1,.,-5,19
CCCn1nccc1C(=O)NC1CC(=O)N(CCc2ccccc2)C1 (stereo not given),.,2,8
COc1cc(/C=C/c2ccc(O)c(OC)c2)ccc1O,.,-3,4
COc1ccccc1NC(=O)C(C)N1CCN(S(=O)(=O)c2cc(C)ccc2C)CC1 (stereo not given),.,-7,7
FC(F)(F)c1ccnc(N2CC(c3nc4ccccc4s3)C2)n1,.,-8,8
CCc1cnc2c(c1NCCCn1ccnc1)c(=O)n(C)c(=O)n2C,.,-5,6

# Shown with two lines to a compound: part of the list above.
# Fields: mcGAS inh, hcGAS inh, NPYLR7 ag
COc1ccccc1NC(=O)C(C)N1CCN(S(=O)(=O)c2cc(C)ccc2C)CC1 (stereo not given)
 : ., -7, 7
FC(F)(F)c1ccnc(N2CC(c3nc4ccccc4s3)C2)n1
 : ., -8, 8

# The list goes on:
SMILES,mcGAS inh,hcGAS inh,NPYLR7 ag
Cc1ccc(C(=O)C(C)[n+]2cccc(C(N)=O)c2)cc1 (stereo not given),.,-7,5
CC(C)(C)OC(=O)NNC(=O)C=Cc1ccco1,.,-9,2
CCc1ccc(C2CCCCCN2)o1 (stereo not given),.,-13,20
CCC(=O)NCCn1ncc2c(N3CCCC3)nc(SC)nc21,-8,-7,.
COc1ccc(NC(=O)C(=O)Nc2nc3ccccc3s2)cc1N1CCCCC1=O,.,0,4
Cc1nn(C)c(Cl)c1S(=O)(=O)NC(=O)C1(C)CCN1C(=O)Cc1ccsc1 (stereo not given),.,-7,3
Cc1ccccc1S(=O)(=O)NC(=O)C1(C)CCN1C(=O)c1sccc1C (stereo not given),.,-5,-2
COc1ccc(-c2nc(CN(CCO)Cc3cccs3)c(C)o2)c(OC)c1,.,-12,3
O=C(NCCSCc1ccccc1)C1CCCCC1C(=O)N1CCc2c([nH]c3ccccc23)C1 (stereo not given),-4,-6,-1
O=C(NCCCN1CCOCC1)C(=O)NCC1OCCN1S(=O)(=O)c1cc(F)ccc1F (stereo not given),.,-2,-5
CCSc1ccc(Cl)cc1C(=O)N(C)Cc1nc(CC)no1,.,-4,0
CC(C)(C)c1ccc(COc2coc(CN3CCCN(S(=O)(=O)c4cc(F)c(F)cc4Cl)CC3)cc2=O)cc1,-6,-2,4
O=C(Nc1ccc(Cl)c(-c2nc3ccccc3o2)c1)c1cc([N+](=O)[O-])ccc1Cl,-6,-5,-3
CCc1noc(C)c1C(=O)N1CCC2(CCCN(CCCc3ccccc3)C2)C1 (stereo not given),.,-9,16
CCc1cc(Oc2ccc(C)cc2C)nc(SCc2cccc(OC)c2)n1,-5,-2,-10
Cc1ccccc1NC(=O)N1CCC(CCc2ccc(C(F)(F)F)cc2)CC1,-8,-5,2
Cc1noc(C)c1CN1CCN2C=C(C(=O)N3CCOCC3)OC2=NC1=O,.,-4,-1
Cc1ccccc1CN1CCC(CN(CC2CCCO2)C(=O)c2ccc(N(C)C)cc2)CC1 (stereo not given),-10,-5,6
N#CC(=Cc1cc(Br)cs1)C(=O)NCc1ccccc1,-7,-5,3
Cn1cnnc1SCC(=O)N1CCCC(C(=O)c2ccc3c4c(cccc24)CC3)C1 (stereo not given),.,-9,20

# No new results follow: two of the compounds above.
SMILES,mcGAS inh,hcGAS inh,NPYLR7 ag
CCSc1ccc(Cl)cc1C(=O)N(C)Cc1nc(CC)no1,.,-4,0
CC(C)(C)c1ccc(COc2coc(CN3CCCN(S(=O)(=O)c4cc(F)c(F)cc4Cl)CC3)cc2=O)cc1,-6,-2,4

# The listing continues:
SMILES,mcGAS inh,hcGAS inh,NPYLR7 ag
Cn1c(=O)c2c(nc(Cl)n2CC(=O)N2c3ccccc3NC(=O)C23CCCC3)n(C)c1=O,.,-6,4
O=S(=O)(NCc1ccccc1)NC1CCN(c2cnccn2)CC1,-11,-5,8
Cc1cccc(CNc2cc(-c3ccccc3)nc3ncnn23)c1,-6,-3,-3
CC(C)[C@H]1CC[C@H](C)C[C@@H]1OCC(=O)NC(c1ccc(S(C)(=O)=O)cc1)c1cccc(N(C)C)c1 (stereo not given in full),0,-1,-7
COC(=O)c1cccc(CN2CCN(c3ccccc3C)CC2C)n1 (stereo not given),-19,-4,1
CCN(CCN1CCCC1)C(=O)c1nn(C)c(=O)c2ccccc12,-18,-2,.
COCC(=O)Nc1ccc(-n2nc(OCc3ccc(F)cc3)nc2-c2ccc(OC)cc2)cc1,-8,-2,3
C#CCN(C)C(=O)c1cc(N(C)C2CCCCC2)nc2ccccc12,-9,-9,6
Cc1ccc(C(=O)N2CCN(c3ccc(C(N)=O)cc3)CC2)s1,.,-10,3
Cc1ccc(C(=O)Nc2ccc(N(C)C(=O)c3ccc(C)c(F)c3)cn2)cc1F,-16,-7,-3
Cc1nc2ccc3nc(C)sc3c2s1,2,2,2
Cc1ccc(C(=O)OCC(=O)N(C)Cc2cc(C#N)ccc2F)c(O)c1C,.,-7,0
Cc1ccccc1N1C(=O)CSC1c1ccccc1NC(=O)c1cc(C(F)(F)F)cc(C(F)(F)F)c1 (stereo not given),-4,-8,8
COc1cccc(-c2cc3c(n(Cc4ccccn4)c2=O)CCN(C(=O)c2csc(C)n2)C3)c1,-8,-21,19
CCCNC(=O)CN(CCC)C(=O)c1oc(-c2ccccc2)nc1C,.,0,-16
COCCN1CCC(CNC(=O)C(=O)Nc2cc(Cl)ccc2OC)CC1,.,2,-3
Cc1ncsc1COC(=O)c1cccc(S(C)(=O)=O)c1,.,-7,3
Cc1ccccc1C1CC1C(=O)N1CCCC(O)(C(F)(F)F)C1 (stereo not given),-8,-5,8
CCOc1ccc(CN2CCCC(N(C)CCc3ccc(OC)c(OC)c3)C2)cc1CO (stereo not given),.,-9,8
O=C(CCc1cccs1)Nc1nccs1,-5,-6,6

# An excerpt from above in order of molar mass, ascending.
SMILES,mcGAS inh,hcGAS inh,NPYLR7 ag
Cc1nc2ccc3nc(C)sc3c2s1,2,2,2
O=C(CCc1cccs1)Nc1nccs1,-5,-6,6
CCCNC(=O)CN(CCC)C(=O)c1oc(-c2ccccc2)nc1C,.,0,-16
COCCN1CCC(CNC(=O)C(=O)Nc2cc(Cl)ccc2OC)CC1,.,2,-3
CCOc1ccc(CN2CCCC(N(C)CCc3ccc(OC)c(OC)c3)C2)cc1CO (stereo not given),.,-9,8
COc1cccc(-c2cc3c(n(Cc4ccccn4)c2=O)CCN(C(=O)c2csc(C)n2)C3)c1,-8,-21,19
Cc1ccccc1N1C(=O)CSC1c1ccccc1NC(=O)c1cc(C(F)(F)F)cc(C(F)(F)F)c1 (stereo not given),-4,-8,8

# Continued.
SMILES,mcGAS inh,hcGAS inh,NPYLR7 ag
O=C1C2C3C=CC(C4CC34)C2C(=O)N1c1cc(C(F)(F)F)ccc1Cl (stereo not given),-5,-4,-3
O=C(CSc1nc2ccccc2[nH]1)N/N=C\c1ccccc1C(F)(F)F,-7,-6,10
COc1cc(C)ccc1Oc1cc(N2CCN(C(=O)COCc3ccccc3)CC2)ncn1,-2,2,.
CSc1ccc(-c2nc(CN3CCCNCC3)c(C)o2)cc1,.,3,-1
Cc1cc(C)nc(NC(=S)NC(=O)c2cc(I)ccc2Cl)n1,.,-5,6
Cc1sc(NCCCN(C)C)nc1-c1ccc2c(c1)CCC2,-15,-7,3
CC(C)(C)c1nc(Cn2cnc3ncc(Br)cc32)no1,.,-5,7
CCOc1ccc(C(=O)Nc2nccs2)cc1[N+](=O)[O-],-3,-1,9
N#CCCNC(=O)CN1CCCC(CN2CCN(c3ccccn3)CC2)C1 (stereo not given),3,-3,-8
O=c1[nH]c2ccccc2n1C1CCN(S(=O)(=O)c2cccc(F)c2)CC1,-5,-3,0
O=C(NCCc1ccccn1)c1coc(CN(Cc2cccc(F)c2)Cc2ccc3c(c2)OCO3)n1,-6,-6,.
Fc1ccc(Cn2ncc3c2CN(c2ncnc4ccsc24)C3)cc1,-12,-7,0
CCCn1cnc2c(nnn2C)c1=O,.,-4,0
